Screens deposited in PubChem BioAssay by Sanford-Burnham Center for Chemical Genomics.
Rat MKP-3 inhibitors: inhibition of rat DUSP6 enzyme activity – biochemical, in vitro, primary screen (AID 425); recombinant MKP-3 phosphatase activity, fluorescence; higher % means a stronger effect; one-dose inhibition, % at 20 µM; IC50 in µM for titrated hits; hit rate 0.17% among 110,000; in the data active = inhibition above about 50%;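 also: plate controls were vehicle for no effect and reference inhibitor for full effect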
Hsp70 displacement: Hsp70 inhibitors, probe displacement, primary screen, biochemical, fluorescence polarization (AID 583); hit rate 0.06% among 140,000; Hsp70 fluorescence polarization probe displacement, mP; higher % means a stronger effect; one-dose displacement, % at 20 µM; IC50 in µM for titrated hits; in the data active = displacement above about 50%;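 also: plate controls were vehicle for no effect and reference ligand for full effect; a part of the inactive calls stands beside numbers as strong as those of hits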
Numbers without * were called inactive; x = not tested or not shown; & = joins results of further samples.

SMILES | Rat MKP-3 inhibitors | Hsp70 displacement
Cc1csc(NC(=O)c2ccccc2O)n1 | 1% | -4.8%
O=C(Nc1ccc2oc(-c3ccc(F)cc3)nc2c1)c1ccc([N+](=O)[O-])cc1Cl | 4% | 0.0%
O=C(NCCN1CCOCC1)Nc1ccc(Cl)cc1Cl | 7% | 0.2%
COc1ccc(C(C)=O)c(OC(C)=O)c1 | 5% | 5.3%
OC(COc1ccc(Cl)cc1)CSc1ccccn1 (configuration not stated) | 1% | -3.7%
O=C(CSc1nnc(-c2cccs2)n1Cc1ccccc1)N1CCc2ccccc2C1 | x | 5.6%
COc1ccc(Cl)cc1C(=O)Nc1ccc(S(=O)(=O)NC(C)=O)cc1 | 1% | 4.7%
Cc1ccc(-n2[nH]c(C)c(/C=N/c3ccccn3)c2=O)cc1 | 0% | 4.2%
CCc1ccc(NC(Nc2ccc(CC)cc2)=C(S(=O)(=O)CC)S(=O)(=O)CC)cc1 | -2% | 2.0%
CN(C)c1ccc(NC(=O)CN2CCC(C(=O)c3ccc(F)cc3)CC2)cc1 | -5% | 4.7%
O=C(CSc1nc2ccccc2c(=O)n1NC(=O)Cc1ccccc1)NCCc1ccccc1 | x | -5.2%
O=C(CSc1nnc(Cc2cc(=O)[nH]c(=O)[nH]2)n1-c1ccccc1)N1CCCC1 | 4% | -0.5%
COc1cc(C(=O)OCC(=O)c2c[nH]c3ccccc23)ccc1OCC(=O)N1CCOCC1 | -12% | 0.0%
O=C(NCCOc1ccccc1F)c1cc(F)c(F)cc1Cl | -1% | -1.9%
COc1ccc(NC(=O)C2C3C=CC(C3)C2C(=O)NCc2ccco2)cc1 (configuration not stated) | 6% | -6.1%
CCOc1ccccc1OCC(=O)NN | 1% | -0.1%
Cn1c(CSc2ncccn2)nnc1SCC(=O)N1CCCCC1 | -5% | 0.9%
CCCCCCNc1cc(C)oc(=O)c1C(C)=O | -2% | -2.8%
c1cnc2cc3c(cc2n1)Nc1nonc1N3 | 22% | 2.9%
COc1ccccc1N1C(=O)c2ccc3c4c(ccc(c24)C1=O)CC3 | 3% | 0.0%
O=C(N/N=C/c1ccc(Cl)c([N+](=O)[O-])c1)c1ccccn1 | -1% | -5.7%
O=C1C(=O)c2ccc(-c3ccccc3)cc2-c2ccccc21 | x | 2.5%
CCCOC(=O)c1ccc(Oc2c(-c3ccc(OCC)cc3O)n[nH]c2C)cc1 | -1% | 0.8%
Cc1ccc(NC(=O)c2c(NC(=O)c3cccs3)sc3c2CCCCC3)c(C)c1 | 2% | -0.8%
COc1cccc(C(=O)Nc2ccc(OC)c(OC)c2)c1 | 0% | 1.8%
CC(C)c1nc2n[nH]c(N)c2c2c1CCC2 | -4% | -4.4%
CCOC(=O)c1[nH]c2ccc(F)cc2c1NC(=O)C1=COCCO1 | -4% | -0.6%
O=C(COc1ccc(S(=O)(=O)NC2CCCCC2)cc1Cl)Nc1ccc2c(c1)OCO2 | x | 4.6%
Cc1c(-c2ccco2)[n+](=O)c2c(n1[O-])CCC2 | -16% | 2.6%
COc1cc(C(=O)Nc2ccccc2OC(C)C)cc(OC)c1OC | 4% | -6.5%
Cc1ccc2c(Cl)c(C(=O)N3CCN(c4ccc(Cl)cc4)CC3)sc2c1 | 0% | 4.3%
O=C(Cn1c(SCc2ccccc2)nc2ccccc21)N1CCOCC1 | x | -2.0%
O=C(O)c1ccccc1C(=O)n1cnc2ccccc21 | 2% | 5.5%
COC(=O)c1cc2ccsc2n1CC(=O)N(C)C1CCCCC1 | x | 0.4%
Cc1ccc(-c2nc3cc(NC(=O)COc4ccccc4C)ccc3o2)cc1 | 7% | 1.8%
CCOc1ccc2nc(SCC(=O)Nc3cc(Cl)ccc3Cl)sc2c1 | 3% | 0.0%
CCOC(=O)C1C(=O)CC(C)(O)C(C(=O)OCC)C1c1cccs1 (configuration not stated) | -14% | -1.8%
CC(=O)Nc1ccc(SCC(=O)c2cc(C)n(Cc3cccs3)c2C)cc1 | -3% | -2.1%
COc1ccc2[nH]c(=O)c(C(c3nnnn3C(C)(C)C)N(Cc3ccco3)CC3CCCO3)cc2c1 (configuration not stated) | -4% | 6.0%
CC(=O)Nc1ccc(N2C(=O)C3C4C=CC(CC4)C3C2=O)cc1 (configuration not stated) | 7% | 0.9%
COc1cc(CNCCO)ccc1OC1CCCC1 | x | -1.0%
COC(=O)c1ccccc1NC(=O)NCc1ccccn1 | -15% | -0.3%
CCOC(=O)c1cccc(NC(=O)CCS(=O)(=O)c2cccc3nsnc23)c1 | 10% | -3.7%
CC(C)(C)NC(=O)c1ccc(NC(=O)C2COc3ccccc3O2)cc1 (configuration not stated) | -3% | -3.5%
Cc1cc(C=C2C(=O)c3ccccc3C2=O)c(C)n1-c1ccc(N2CCOCC2)cc1 | -3% | -13%
CCOC(=O)N1CCN(C(=O)CSc2nc3c(c(=O)n2-c2ccccc2OC)SCC3)CC1 | 11% | 4.7%
C=C(C)Cn1c(SCC(=O)c2ccc(OC)cc2)nnc1-c1ccco1 | 3% | -2.0%
C=CCn1c(COc2ccc(Cl)cc2)nnc1SCC(=O)NCC(=O)OCC | -17% | -4.5%
O=C(NCc1ccccc1)c1cc(=O)[nH]c2ccccc12 | x | 7.9%
O=C1/C(=C/c2cccs2)N=C(c2cccs2)N1Nc1ccccc1 | x | 36%
Cc1ccc(S(=O)(=O)N(C)CC(=O)N2CCc3ccccc32)cc1 | -16% | -0.2%
COc1cc(CN2CCN(C(=O)c3ccccc3)CC2)cc(OC)c1O | 2% | -3.8%
Cc1nc(-c2ccc(Br)cc2)[nH]c(=O)c1C | 4% | -12%
Cc1c(NC(=O)CCN2C(=O)c3ccccc3C2=O)c(=O)n(-c2ccccc2)n1C | -22%&1% | -0.8%&0.0%
CC(C)c1nnc(NC(=O)CCC(=O)N2CCN(C3CCCCC3)CC2)s1 | 7% | -7.3%
CCOc1ccc(S(=O)(=O)NCCC(=O)OC(C)C(=O)N2CCc3ccccc32)cc1 (configuration not stated) | 1% | 1.3%
CCn1c(NC(=O)Nc2ccccc2OC)nc2ccccc21 | -4% | 2.0%
O=C(/C=C/c1ccco1)Nc1ccc(NC(=O)c2ccc(Cl)cc2Cl)cc1 | 4% | -1.8%
CCCCn1c(=O)[nH]c(=O)c2c1nc(-c1ccncc1)n2CCOC | -3% | -0.6%
Cc1cccc(NC(=O)c2ncn[nH]2)c1C | 3% | 2.5%

Next compounds
SMILES | Rat MKP-3 inhibitors | Hsp70 displacement
CC1(C)CC(=O)C2=C(C1)OC(N)=C(C#N)C21CCN(C(=O)OCc2ccccc2)CC1 | 0% | 2.5%
CS(=O)(=O)N(Cc1ccco1)CC(O)Cn1c2ccccc2c2ccccc21 (configuration not stated) | -1%&4% | 3.0%&5.4%
Cc1ccc(S(=O)(=O)N(C)CCCC(=O)NCc2ccc3c(c2)OCO3)cc1 | -2% | 3.5%
CCOc1ccccc1N1CCN(S(=O)(=O)c2cccc3nsnc23)CC1 | 3% | 0.4%
C=CCN1CC(c2nc3ccccc3n2Cc2ccccc2)CC1=O (configuration not stated) | -8% | 0.1%
O=C(Nc1cccc(Cl)c1)Nc1nccs1 | -12% | 5.1%
CCOC(=O)c1nnn(-c2nonc2N)c1CN(CC)c1ccccc1 | x | 1.1%
O=C(Cn1cccc1C(=O)c1ccccc1)NCc1cccs1 | -10% | -3.8%
CN(C)CCCN1C(=O)C(=O)/C(=C(/O)c2ccncc2)C1c1cccc(Br)c1 (configuration not stated) | -6% | 3.9%
NC(=O)c1ccsc1NC(=O)C1CCCCC1 | -4% | 9.5%
COC(=O)C1C(=O)CC(C)(O)C(C(=O)OC)C1c1ccc(Br)cc1 (configuration not stated) | -2% | 5.5%
COC(=O)c1ccc(C2C(C(=O)OCC(C)C)=C(C)NC3=C2C(=O)CCC3)cc1 (configuration not stated) | 2% | 0.6%
O=C(Cn1nc(C(F)(F)F)c2c1CCCC2)NC1CCCC1 | 4% | -1.6%
COC(=O)c1cccc(NC(=O)CN2CCC(NC(=O)c3cc(OC)c(OC)c(OC)c3)CC2)c1 | 9% | 4.9%
COC(=O)c1ccc(NC(=O)Cc2ccc(C)cc2)cc1 | x | -2.6%
CCn1c(SCC(=O)NCc2ccco2)nnc1C(C)C | -6% | 4.0%
CCOc1ccc(/C=C2/NC(=O)NC2=O)cc1Cl | 4% | -0.4%
O=C(NC1CCCC1)c1ccc(CS(=O)(=O)c2cccc(C(F)(F)F)c2)o1 | -2% | 2.9%
COc1ccc2ccccc2c1-c1nnc2ccc3ccccc3n12 | 10% | -5.9%
COC(=O)C(C)Sc1ncnc2c1nnn2-c1ccc(F)cc1 (configuration not stated) | 8% | -2.9%
CC1Cc2nc(SCC(=O)NC3CCCCC3)n(C)c(=O)c2S1 (configuration not stated) | x | 4.8%
Cc1ccc(N2C(=O)CC(Nc3ccccc3)C2=O)cc1 (configuration not stated) | x | 3.2%
O=C(c1ccc(Cl)c(S(=O)(=O)NCc2ccco2)c1)N1CCN(c2ccc(F)cc2)CC1 | x | -0.4%
N#Cc1c(/N=C/c2ccco2)sc2c1CCCCC2 | -12% | 6.4%
Cc1ocnc1C(=O)Nc1ccc(Cl)cc1 | 9% | -1.0%
CC(C)(C)OC(=O)N1CCC[C@H]1c1nnc(SCc2c(Cl)cccc2Cl)o1 | -7% | 1.9%
COc1cc(/C=C2\C(=O)NC(=S)N(c3cccc(Br)c3)C2=O)cc(Cl)c1O | -1% | 1.7%
CC(=O)C1=C(O)C(=O)N(CCCC(=O)O)C1c1ccc(Br)cc1 (configuration not stated) | 4% | -0.7%
Cc1cc(C)n(-c2nc3ccccc3nc2N2CCN(S(=O)(=O)c3ccc4ccccc4c3)CC2)n1 | x | 12%
CCOC(=O)CSc1cccc2cccnc12 | -3% | 3.0%
Cc1cc(=O)[nH]c(SC/C=C/c2ccccc2)n1 | -3% | -0.2%
COc1ccc(NS(=O)(=O)c2cc(C(=O)O)ccc2C)cc1 | -2% | -2.4%
COc1ccc(C(=O)c2oc3ccccc3c2NC(C)=O)cc1 | x | -0.2%
COc1ccc(C(=O)N/C(=C/c2ccc(-c3ccc(Cl)cc3)o2)C(=O)N(C)C)cc1 | 1% | 1.2%
COc1cccc(C2=NOC(C(=O)Nc3cc(C)nn3-c3ccccc3)C2)c1OC (configuration not stated) | -6% | -0.2%
Cc1ccc(OCC(=O)Nc2ccccc2CO)c(C)c1 | 3% | 0.6%
O=C1NC(=S)NC(=O)C1=Cc1cc(Cl)c(OCc2ccccc2F)c(Cl)c1 | -1% | 4.1%
O=C(O)CC1SC(=NC(=O)c2ccco2)N(c2ccccc2)C1=O (configuration not stated) | 2% | -5.1%
CC(C)c1ccc(C(=O)CSc2ncn[nH]2)cc1 | -7% | -3.8%
COc1cccc(-n2c(O)c(C=Nc3cc(OC)c(OC)c(OC)c3)c(=O)[nH]c2=O)c1 | 2% | -6.6%
CCC(C)C1C(C#N)=C(N)OC2=C1C(=O)CC(C)(C)C2 (configuration not stated) | -5% | 2.3%
CCC(Sc1nc2cc(OC)c(OC)cc2c2nc(C)nn12)C(=O)NCc1ccco1 (configuration not stated) | -9% | 2.7%
CCOc1ccc(C(=O)Nc2cc3nn(-c4ccc(C)cc4)nc3cc2C)cc1[N+](=O)[O-] | 6% | 3.2%
COc1ccccc1Nc1nc(C2(C)CCC(=O)O2)cs1 (configuration not stated) | 4% | -3.1%
CCn1c(SCC(=O)N2CCCCC2)nnc1-c1ccc(S(=O)(=O)N2CCN(C)CC2)cc1 | -12% | 9.5%
COC(=O)C1=C(N)Oc2cc(C)n(Cc3cccnc3)c(=O)c2C1c1cccc(OC)c1OC (configuration not stated) | 4% | 3.1%
O=C(NCc1ccccc1)N1CCN(c2ccccc2F)CC1 | -9% | 0.9%
COC(=O)c1cccc2c1-c1ccccc1/C2=N/O | 4% | 1.7%
CC(=O)Nc1cc(-c2cccc(Br)c2)nn1-c1ccccc1 | 3% | 0.8%
CCOc1cc2[nH]c(=O)n(CCCCC(=O)NC3CCCCC3)c(=O)c2cc1OCC | -4% | 2.5%
CC(=O)NC(C)c1ccc(Cl)c(Cl)c1 (configuration not stated) | -2%&1% | -0.5%&-3.2%
COC(=O)c1c(C)oc2ccc(OC(=O)C(C)(C)C)cc12 | 4% | 2.0%
COc1ccccc1CNS(=O)(=O)c1cc(C)ccc1OC | -10% | x
CC(C)CCNC(=O)c1cc(-c2ccco2)nc2ccccc12 | x | 8.9%
N=C1C(c2nc3ccccc3c(=O)[nH]2)=C(O)CN1CCO | 0% | 1.6%
Cc1cc(/C=N/O)c(C)c(COCc2cc(C)cc(/C=N/O)c2C)c1 | 2% | 1.5%

The list is partial, so the mix of outcomes need not match the whole.
